Screening data from PubChem BioAssay.
FAS TE block – inhibitors of human fatty acid synthase thioesterase domain. recombinant FAS-TE, OMFH fluorogenic substrate, fluorescence endpoint. hit rate 0.67% among 360,000. inhibition, % at 15 µM;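 active means compounds whose normalised, plate-corrected inhibition of enzyme fluorescence in the single-dose primary screen is 50% or more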;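 further: 0% = DMSO with enzyme and 100% = substrate without enzyme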
Rin1 Abl inh – inhibitors of human Rin1-Abl protein interaction; TR-FRET Rin1/Abl binding, biochemical; P00519+Q13671; AID 588664; inhibition, % at 7.35 µM; hit rate 0.4% among 360,000; in the data active means inhibition above about 5%, passing the limit was not always enough
E coli Lon inh – inhibitors of E. coli Lon protease; P0A9M0; purified E. coli Lon protease, fluorescence polarization; inhibition, % at 7.94 µM; hit rate 0.42% among 360,000; AID 602123; in the data active means inhibition above about 13%, passing the limit was not always enough;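 further: 0% = enzyme with probe and DMSO and 100% = no enzyme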
MsrA act – activators of bovine methionine sulfoxide reductase A. purified bovine MsrA, absorbance read-out. activation, % at 10.6 µM. hit rate 0.3% among 360,000. AID 602163; in the data active means activation above about 7.5%;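 further: 0% = vehicle and 100% = reference activator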
MsrA inh – inhibits bovine methionine sulfoxide reductase A | inhibition, % at 15.5 µM | hit rate 0.75% among 360,000 | purified bovine MsrA, absorbance read-out | AID 651718; in the data active means inhibition above about 4.5%;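 further: 0% = vehicle wells with enzyme and 100% = reference inhibitor wells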
TbMetRS inhib – blocks T. brucei methionyl-tRNA synthetase activity; purified T. brucei MetRS, ATP depletion, Kinase-Glo luminescence; inhibition, % at 11.9 µM; hit rate 0.4% among 360,000;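 active means inhibition above a per-plate cutoff of the control wells' mean inhibition plus 3 SD, cut at about 5.5% in these data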;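 further: 0% = DMSO wells median and 100% = median of wells with control inhibitor compound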
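System: purified T. brucei MetRS enzyme / Detection: Kinase-Glo luciferase luminescence reporting remaining unconsumed ATP / Medium: HEPES buffer with MgCl2, KCl, DTT, spermine, BSA, pyrophosphatase / Replication: singlicate, one well per compound / Evaluation: percent inhibition relative to median high and low control wells / Schedule: 2 h aminoacylation at 25 °C after 15 min preincubation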
CSN deneddyl inh – CSN deneddylation inhibition | Q92905 | Purified CSN, SCF-Nedd8-OG deneddylation, fluorescence polarization | inhibition, % at 12.5 µM | hit rate 0.38% among 360,000 | AID 651999;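 active means pattern-corrected inhibition above about 35%, with an unprinted fluorescence ratio check between 0.5 and 1.5, limit read from the data, passing the limit was not always enough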;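 further: 0% = enzyme with substrate and 100% = substrate without enzyme; some results filed as inactive read as strong as hits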
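test system = HEK293T-derived human Csn5 enzyme | amount = 0.24 nM Csn5 enzyme, final concentration | medium = Tris/NaCl/DTT buffer, pH 7.5 | schedule = 90 min reaction at room temperature | signal = FP | evaluation = inhibition of Csn5 cleavage, % | compound dosing = single dose of 12.5 µM compound with 0.25% DMSO | probe or stimulus = 10 nM SCFSkp2-Nedd8OG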
Neddylation inh – cullin neddylation inhibition | P61081+Q13564 | TR-FRET cullin neddylation, biochemical | calls only at 25 µM | hit rate 0.58% among 360,000; in the data active means inhibition above about 36%
PABP1 MLLE inh – inhibitors of microRNA-mediated deadenylation, human PABP1 MLLE binding. P11940. GST-MLLE / FITC-PAM2 fluorescence polarization. inhibition, % at 20 µM. hit rate 0.36% among 360,000; in the data active means inhibition above about 35%, passing the limit was not always enough;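 further: plate controls were DMSO wells with GST-MLLE for no effect and wells lacking GST-MLLE protein for full effect; some results filed as inactive read as strong as hits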
* marks the source's active call; other numbers are inactive results; i = inactive; . = no result given. These rows are one share of the data; count on the stated rates, not on these rows.

SMILES	FAS TE block	Rin1 Abl inh	E coli Lon inh	MsrA act	MsrA inh	TbMetRS inhib	CSN deneddyl inh	Neddylation inh	PABP1 MLLE inh
O=C(Nc1ccc(Cl)cc1C(=O)c1ccccc1)c1ccccc1	19	-1	-7	-2	0.8	-1.3	-2	i	13
O=P(N1CC1)(N1CC1)N1CCc2ccccc21	-6	4	-22	-4	-0.1	-0.3	-2	i	10
COC(=O)C1=C(c2ccc(S(C)(=O)=O)cc2)C[C@@H]2CC[C@H]1N2C(=O)N1CCOCC1	-10	1	0	0	1.4	-0.1	4	i	-6
CCC(=NCCC1=CCCCC1)c1c(O)[nH]c(=O)[nH]c1=O	-3	0	-12	0	0.2	-0.1	1	i	7
CCN1C(=O)C(=Cc2ccc(C)s2)C(=O)N(CC)C1=S	-4	-2	-62	-5	-0.1	-0.1	17	i	-51
COc1cc(OC)cc(C2(C#N)CCN(C)CC2)c1	-5	0	0	-2	-0.8	0.3	-5	i	-3
COc1ccc(N=Cc2c(O)n(C)c(=O)[nH]c2=O)cc1	-3	3	-9	-2	0.7	-0.5	3	i	-23
COC(=O)C1C(O)CC2CCC1N2C (configuration not stated)	-6	-1	-9	-2	0.3	-1.9	-2	i	-2
C=C(C)Cn1c(=O)n(CC2CS2)c2ccccc21 (configuration not stated)	-13	-3	-9	-4	-0.4	-0.1	-12	i	-17
COc1ccc(OC)c(C(c2c(O)c3ccccc3oc2=O)c2c(C)n(C)n(-c3ccccc3)c2=O)c1 (configuration not stated)	-2	-4	17	-3	-0.4	-0.4	0	i	18
Cc1cc(OCC(=O)N2C[C@H]3C[C@@H](C2)c2cccc(=O)n2C3)c2c(C)cc(=O)oc2c1	-6	-2	10	-7	0.6	-1.9	1	.	0
CS(=O)(=O)c1ccc(C2=C(CNC(=O)c3cccnc3)[C@H]3CC[C@@H](C2)N3Cc2ccccc2)cc1	-5	1	-9	-1	-0.1	-0.8	-5	i	3
O=S(=O)(c1ccccc1)N1CCN2CCCC2C1 (configuration not stated)	-5	0	-4	-2	0.1	0.1	3	i	4
CCn1c(O)c(C=Nc2ccc(S(N)(=O)=O)cc2)c(=O)n(CC)c1=S	-1	-2	-35	-5	1.3	0.0	-5	i	-63
COc1ccc(C(CC(=O)N2CCC3(CC2)OCCO3)NS(=O)(=O)c2ccc(F)cc2)cc1 (configuration not stated)	-5	0	-14	-3	0.4	-1.5	-2	i	4
C[C@H]1CCC/C=C/C2C[C@H](O)CC2[C@H](O)/C=C/C(=O)O1 (some centres not stated)	-4	1	-11	-4	.	-0.9	1	i	8
CN(C)C1=NC(N(C)C)=NP(N(C)C)(N(C)C)=N1	0	1	3	-2	0.6	-0.2	-5	i	5
Clc1ccc(N2CC2c2ccncc2)cc1 (configuration not stated)	-6	-1	-4	-2	-1.0	0.1	-2	i	-11
CCOP(=S)(OCC)c1ccc(N(C)C)cc1	8	4	-7	0	-0.4	-0.5	1	i	3
CCOc1ccc(NC(=O)c2c(C)nn(Cc3ccccc3)c2Cl)cc1	-8	-3	12	-1	0.1	0.1	5	i	-2
O=C1C=C2C=C[C@H]3C[C@]2(O1)[C@@H]1CCCCN13	-10	0	-10	-2	-0.4	-0.1	-2	i	12
CC(=NNC(=S)N1CC2CCC(CC2)C1)c1nccs1	-2	2	4	-5	1.1	-0.4	5	i	13
Cc1ccc(OP(=O)(O)Oc2ccc(C)cc2)cc1	-5	1	-8	4	0.2	0.1	0	i	7
O=c1cccc2n1CC1CC2CN(c2ncnc3c2cnn3-c2ccc(Cl)cc2)C1 (configuration not stated)	-2	1	-8	1	0.0	-0.5	-4	i	-7
FC(F)(F)c1cccc(-n2nnnc2C2(N3CCOCC3)CCCCC2)c1	5	1	-11	-3	1.8	-0.8	3	i	7
COc1ccccc1CCNC(=O)CCC(=O)N1CC2C[C@@H](C1)Cn1c2cccc1=O	-4	1	-3	-1	0.9	-0.1	8	i	10
CCN(CC)c1ccc(N=Cc2c(O)n(-c3cc(OC)ccc3OC)c(=O)[nH]c2=O)cc1	-27	3	-37	0	0.8	-0.1	21	i	-96
OC12ONC(c3ccccn3)C1N1CCC2CC1 (configuration not stated)	-15	1	0	-11	0.8	-0.5	-4	i	2
CCCCCCC(=O)c1c(O)n(-c2ccc(OC)cc2)c(=O)[nH]c1=O (tested in a mixture with another compound)	-4	-2	-11	-1	-1.2	0.1	4	i	-4
COC1=CC(=O)O[C@@H](/C=C/c2ccccc2)C1	-1	3	1	2	2.6	-0.3	-8	i	6
C=CCN1C(=O)/C(=C/c2cc(C)n(-c3ccccn3)c2C)C(=O)NC1=S	-4	3	-32	-3	2.5	0.6	8	i	-14
CC(C)OC1CCCC(O)C1CC(=O)O (configuration not stated)	-4	-1	-1	-7	0.7	-0.4	-2	i	-2
COc1ccccc1N1C(=O)NC(=O)/C(=C\c2cnn(-c3ccccc3)c2)C1=O	-4	2	-11	-1	-1.6	0.9	-2	i	14
CC1OC(OC2CC(O)C3(CO)C4C(O)CC5(C)C(C6=CC(=O)OC6)CCC5(O)C4CCC3(O)C2)C(O)C(O)C1O (configuration not stated)	-6	-3	-16	1	-0.4	0.2	1	i	3
O=C(c1ccc(-c2ccccc2)cc1)C1CCCN(Cc2ccn[nH]2)C1 (configuration not stated)	-7	0	-2	-3	0.2	-0.3	-7	i	10
c1ccc(C(OCCN2CCNCC2)c2ccccc2)cc1	-4	0	1	-4	-0.7	0.2	-9	i	-12
O=c1c2ccccc2nc(N2CCCC2)n1-c1ccc(Cl)cc1	11	1	-7	-2	1.5	-0.5	3	.	11
CC1=C(/C=C/c2ccccc2)CCN(C)C1	-7	-2	-2	-3	-0.2	-0.4	-2	i	-9
COC(=O)CC1(Cc2ccccc2)C(=O)NC(=O)NC1=O	-7	0	-3	0	-0.1	-0.2	1	i	-14
COc1ccc(C(C)=O)cc1CC(C(=O)c1ccc(F)cc1)N(C)C (configuration not stated)	-2	-1	1	-9	1.1	-0.4	0	i	-9
C=C(C)C(Cc1c(OC)ccc(C(=O)/C=C/c2ccc(O)cc2)c1O)OO (configuration not stated)	3	2	-25	-3	0.7	0.0	10	i	-11
Clc1ccc(C2N3CCCN23)c(Cl)c1 (configuration not stated)	-8	1	2	-1	-0.3	-1.0	-1	i	0
O=C(O)c1cc2ccccc2oc1=O	-5	-5	1	-1	-0.6	0.0	1	i	5
O=C(c1cccc2ccccc12)C1CCCN(C2CCC2)C1 (configuration not stated)	-3	0	3	-1	1.4	0.0	0	i	16
CC1=NN(c2ccccc2)C(=O)/C1=C/c1c(O)[nH]c(=S)[nH]c1=O	-6	-7	-12	-1	0.1	0.0	3	i	-24
CCc1cc2c(cc1-c1csc(C/C(N)=N/O)n1)C(C)(C)CCC2(C)C	-116	-1	-5	0	-0.3	0.0	1	i	-4
c1cc2c(cc1-c1ccc3c(c1)OCO3)CNCc1cnnn1-2	-7	3	-8	-4	-1.0	0.6	3	.	15
O=Cc1cn(Cc2cccc([N+](=O)[O-])c2)c2ccccc12	55*	-2	-4	-3	0.2	0.5	-11	i	5
C=CCc1cc(C=C2C(=O)N(C)C(=O)N(C)C2=O)cc(OCC)c1OCc1ccccc1	12	3	-10	-3	0.1	0.0	3	i	-3
Cc1ccc(S(=O)(=O)N2CN3CCN(C3)C2)cc1	-7	5	0	-1	0.6	-0.6	5	i	4
CCCCNC(=O)Nc1ccc(C(O)(C(=O)OCC)C(F)(F)F)cc1 (configuration not stated)	-4	4	-1	-8	1.5	-1.1	0	i	8
COc1ccccc1CN1CCN(C(=O)COc2cccc(C)c2)CC1	-4	5	-4	3	0.1	-1.1	1	i	-5
CCC(C)(O)C(=O)OC1C(=O)OC2CC3C(C)=CC(=O)C(O)C3(C)C3C4(O)OCC23C1C(C)C4O (configuration not stated)	-5	0	2	-8	0.6	-0.5	-8	i	0
CCCCN1C(=O)C(C2c3ccccc3C(=O)N2Cc2ccccc2)C(=O)NC1=S (configuration not stated)	-1	-5	9	-1	-0.2	-0.1	-5	i	12
CN1CCc2nc(N)c(C#N)c(-c3ccccc3)c2C1	-6	1	1	0	1.2	0.4	-3	i	5
O=C(COc1ccc(Br)cc1)N1CCN(Cc2ccncc2)CC1	-5	4	4	-6	0.4	-1.7	-3	i	-15
COC(=O)C1=C(c2ccc(F)cc2OCc2ccccc2)C[C@@H]2CC[C@H]1N2C(=O)NCc1ccc(N(C)C)cc1	20	1	11	-8	-0.6	0.3	-6	i	12
Clc1ccc2[nH]c3c(c2c1)CCNC3	0	-2	2	-4	-0.3	-0.5	4	i	-14
CN1C2CCC1/C(=C/c1ccccn1)C(=O)/C2=C\c1ccccn1	-10	2	7	-6	4.4	-0.9	-4	i	8
CN(C)c1ccc(/C=C/C=C2/C(=O)NC(=O)N(c3ccccc3)C2=O)cc1	-5	-9	-44	-8	-0.8	-0.8	38*	i	-68
Next structures follow.
SMILES	FAS TE block	Rin1 Abl inh	E coli Lon inh	MsrA act	MsrA inh	TbMetRS inhib	CSN deneddyl inh	Neddylation inh	PABP1 MLLE inh
CC1CCCCN1C(=O)Cn1cc(C=C2C(=O)N(C)C(=O)N(C)C2=O)c2ccccc21 (configuration not stated)	-4	0	-12	-3	-0.5	-0.5	2	i	-32
CC1(C(O)(C#CCN2CCCCC2)c2ccccc2)CCCC1 (configuration not stated)	4	0	9	-3	-0.4	0.2	9	i	7
O=C(NC[P+](=O)O)OCc1ccccc1	-7	-2	3	0	0.7	-0.3	-3	i	-9
N#Cc1ccc(Cn2cc(C=O)c3ccccc32)cc1	-3	-3	-4	-9	0.4	-0.8	4	i	0
CNc1ccc2oc(C[C@H]3O[C@@]4(CC[C@H]3C)O[C@H]([C@H](C)C(=O)c3ccc[nH]3)[C@H](C)C[C@H]4C)nc2c1C(=O)O	15	5	11	-1	1.3	0.5	-2	i	0
Cc1ccc(CNC2=NCCS2)cc1	-15	2	-6	-2	0.7	-0.5	-5	i	-15
COc1ccc(Br)cc1CN1CCN(CCO)CC1	-5	-1	-2	-5	-0.5	-0.8	0	i	10
c1ccc(-c2ccc3c(c2)CNCc2cnnn2-3)cc1	-10	4	-4	-3	1.4	-0.5	5	i	3
COc1ccc2c(c1)C13CCN4CC5=CCOC6CC(=O)N2C1C6C5CC43 (configuration not stated)	-2	4	0	-4	1.0	0.0	-2	i	9
O=C(O)CCCc1ccc(N(CCCl)CCCl)cc1	-2	0	-3	-1	0.9	-0.7	1	i	7

Compounds shown so far that have two or more sulfur atoms (three):
SMILES	FAS TE block	Rin1 Abl inh	E coli Lon inh	MsrA act	MsrA inh	TbMetRS inhib	CSN deneddyl inh	Neddylation inh	PABP1 MLLE inh
CCN1C(=O)C(=Cc2ccc(C)s2)C(=O)N(CC)C1=S	-4	-2	-62	-5	-0.1	-0.1	17	i	-51
CCn1c(O)c(C=Nc2ccc(S(N)(=O)=O)cc2)c(=O)n(CC)c1=S	-1	-2	-35	-5	1.3	0.0	-5	i	-63
CC(=NNC(=S)N1CC2CCC(CC2)C1)c1nccs1	-2	2	4	-5	1.1	-0.4	5	i	13

Record cards (already shown). Screens in order: FAS TE block, Rin1 Abl inh, E coli Lon inh, MsrA act, MsrA inh, TbMetRS inhib, CSN deneddyl inh, Neddylation inh, PABP1 MLLE inh
Listed for `O=C(NC[P+](=O)O)OCc1ccccc1` = -7, -2, 3, 0, 0.7, -0.3, -3, i, -9
Listed for `COc1ccc(Br)cc1CN1CCN(CCO)CC1` = -5, -1, -2, -5, -0.5, -0.8, 0, i, 10
